# TCR act = T cell receptor activation; primary human leukocytes, anti-CD3, IL-2 HTRF, 48 h; Potency, µM (series often up to 9.22 µM), inactives show top-dose activation of IL-2 secretion, most hits filed as activators; 330,000 tested, under 10 active; AID 504894; also: % of control where 0% means no effect
#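 Primary human leukocytes incubated 48 hr with anti-CD3 beads plus compound, without co-stimulation. Secreted IL-2 measured by HTRF (europium cryptate/d2 anti-IL-2 pair, 320 nm excitation, 665 nm emission).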
# BRCA1 expr act = increases BRCA1 expression. MCF7-BRCA1-FFLuc reporter, luminescence, 48 h; response scale: scaled: vehicle 0%, 10 µM genistein 100%. Potency, µM (top dose mostly 46.1 µM), inactives show at the highest dose activation, hits mostly activators. 380,000 compounds, 1.1% hits. AID 624202; also: potency is read from the fitted curve at half-maximal effect; nearly all actives have a fitted effect of over 80% in size; some results filed as inactive show a strong effect at the top dose
#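 Quantitative HTS in MCF7 cells stably reporting BRCA1 expression via firefly luciferase. Compound treatment lasts 48 h at 37 °C in phenol-red free MEM. Activation is expressed relative to genistein at 10 microM and DMSO.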
# ELG1 repair inh = ELG1-dependent DNA repair inhibition; HEK293T ELG1-luciferase reporter, luminescence, 16 h; DNA damage induced by 5-fluorouridine; Potency, µM (top dose mostly 46.1 µM), inactives show top-dose activity change, negative = inhibition, most hits filed as inhibitors; 330,000 compounds, 2.3% hits; AID 504467; also: potency is read from the fitted curve at half-maximal effect; % is scaled to controls: 0 for no effect and ±100 for the full control effect; nearly all actives have a fitted effect of over 55% in size
#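 HEK293T cells expressing luciferase-tagged ELG1 (2,000/well) received 5-Fluorouridine plus compound or DMSO for 16 hr at 37 °C. Luciferase was read by ONE-Glo luminescence after 30 min at room temperature.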
# Integrin act MD = activates integrin-mediated alleviation for muscular dystrophy. 350,000 compounds, 0.064% hits. alpha7betagal myoblasts, beta-gal FDG fluorescence, 48 h. AID 624291. Potency, µM (titrated, usually from 38.3 µM), inactives show at the highest dose activation, actives largely listed as activators;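 also: potency is read from the fitted curve at half-maximal effect; 100% = response of the positive control SU9516; nearly all actives have a fitted effect of over 60% in size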
#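 Alpha7betagal+/- myoblasts (passage 13) were plated 16-24 hr, then exposed to compounds (1:260 dilution of DMSO stock) for 48 hours at 37C. After MPER lysis, β-galactosidase reporter activity was read as FDG fluorescence (ex 480/em 540) after 30 minutes.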
# p53 reactivation = re-activators of mutant p53; H1299 p53-A138V BP100-luciferase reporter, luminescence, 24 h; Potency, µM (top dose mostly 92.2 µM), for the others: top-dose activity change, positive = activation, most hits filed as activators; 320,000 compounds, 0.063% hits; AID 504706; also: potency is read from the fitted curve at half-maximal effect; % of control where 0% means no effect; nearly all actives have a fitted effect of over 45% in size
#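 p53-null H1299 cells stably carrying temperature-sensitive p53-A138V and a BP100-luciferase reporter were pinned with compounds (4-point, 1:5 series) and held 24 hrs at 37 deg C. Luminescence was read 10 min after detection reagent.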
# A-T KAP1 phos = potential ataxia-telangiectasia treatments restoring KAP-1 phosphorylation; […] A-T fibroblasts, KAP-1 phosphorylation AlphaLISA; neocarzinostatin DNA damage 30 min before lysis; Potency, µM (highest dose often 57.5 µM), for inactives: at the highest dose activation, usual class: activators; AID 485349; 320,000 compounds, 0.19% hits; also: potency is read from the fitted curve at half-maximal effect; % of control where 0% means no effect; nearly all actives have a fitted effect of over 45% in size
#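 ATM-like activity read as KAP-1 phosphorylation via AlphaLISA donor/acceptor antibody pairs after lysis and 6 hr at 25C. Cells were ATM-null patient fibroblasts ([…], hTERT), dosed 60 min, then exposed to the DSB inducer NCS for 30 min.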
# PTAP TSG101 blk = blocks PTAP/TSG101 interaction to inhibit HIV-1 budding. Q99816. Fluorescence polarization, FITC-PTAP peptide / Tsg101 binding. Potency, µM (series often up to 115 µM), inactives show at the highest dose activity change, negative = inhibition, actives largely listed as inhibitors. 340,000 tested, under 10 active; active = well fitted inhibition curve with a large enough effect in the main read-out, with a control signal flat, not every such curve was filed as active; inconclusive = small, poorly fitted or top-dose-only effect, or effect the other way, or a change in a side signal; inactive = no such curve, though single readings can be large or run the other way; also: potency is read from the fitted curve at half-maximal effect; % of control where 0% means no effect
# Target sequence (Q99816 whole entry, looked up): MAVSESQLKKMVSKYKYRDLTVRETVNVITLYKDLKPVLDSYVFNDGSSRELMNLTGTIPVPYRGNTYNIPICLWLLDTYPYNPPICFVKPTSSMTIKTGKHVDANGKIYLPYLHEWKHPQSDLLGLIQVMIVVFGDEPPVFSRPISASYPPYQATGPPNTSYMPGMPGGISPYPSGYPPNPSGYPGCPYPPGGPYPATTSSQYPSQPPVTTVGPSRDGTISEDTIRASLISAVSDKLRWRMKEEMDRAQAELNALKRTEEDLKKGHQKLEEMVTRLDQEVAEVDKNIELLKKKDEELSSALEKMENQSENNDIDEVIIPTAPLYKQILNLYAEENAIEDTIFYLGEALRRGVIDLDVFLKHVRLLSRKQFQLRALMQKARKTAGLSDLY
#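 Tsg101 binding domain (10 uM final) was mixed with compound and a FITC-labeled PTAP peptide (50 nM final) in HEPES pH 7.5 buffer with NaCl, Tween 20, EDTA and TCEP; fluorescence polarization was read after 20 min at r.t.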
# B2AR arrestin = beta2AR (human) beta-arrestin recruitment activity; P07550; beta-arrestin recruitment to beta2AR, cell-based reporter; Potency, µM (top dose mostly 46.1 µM), inactives show top-dose activation, most hits filed as activators; 330,000 compounds, 0.02% hits;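 also: potency is read from the fitted curve at half-maximal effect; 0% = DMSO controls and full agonism = EC100 isoproterenol or metaproterenol; nearly all actives have a fitted effect of over 65% in size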
# Target sequence (P07550 whole entry, looked up): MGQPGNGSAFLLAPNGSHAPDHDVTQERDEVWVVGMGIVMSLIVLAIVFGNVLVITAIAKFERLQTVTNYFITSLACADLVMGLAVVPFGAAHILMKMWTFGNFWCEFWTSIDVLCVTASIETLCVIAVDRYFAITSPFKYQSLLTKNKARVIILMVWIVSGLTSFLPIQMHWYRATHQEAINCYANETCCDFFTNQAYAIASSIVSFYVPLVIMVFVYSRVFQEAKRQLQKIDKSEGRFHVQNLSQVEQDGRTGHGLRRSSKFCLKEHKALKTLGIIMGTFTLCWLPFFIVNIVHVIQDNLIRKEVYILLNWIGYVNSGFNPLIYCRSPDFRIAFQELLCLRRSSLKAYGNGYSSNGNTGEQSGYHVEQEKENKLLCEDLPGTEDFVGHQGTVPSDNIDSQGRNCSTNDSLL
# CXXC DNA block = blocks binding of human MLL CXXC domain to DNA; MLL-CXXC / FITC-HOXA9 DNA fluorescence polarization; 290,000 compounds, 0.037% hits; Potency, µM (top dose mostly 115 µM), for inactives: at the top dose activity change, negative = inhibition, hits mostly inhibitors; AID 2662; Q03164; active = well fitted inhibition curve with a large enough effect in the polarisation, with a control signal flat, not every such curve was filed as active; inconclusive = small, poorly fitted or top-dose-only effect, or effect the other way, or a change in a side signal; inactive = no such curve, though single readings can be large or run the other way; the % refers to the polarisation; also: potency is read from the fitted curve at half-maximal effect
#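 Fluorescence polarization: 7 uM MLL-CXXC (stock) preincubated 5 min with compounds, then 50 nM fluorescein-HOX-A9 DNA (stock) added; 30 min ambient. Buffer 50 mM Tris-HCl pH 7.5, 50 mM NaCl, 1 mM DTT, 0.05% BSA.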
# TRPV1 agonist = human TRPV1 agonism. activation, % at 8.33 µM. TRPV1-expressing cells, Fluo-8 calcium influx, agonist mode. 320,000 compounds, 0.19% hits. AID 540275; in the data active = activation above about 80%; inconclusive = between about 30% and that limit; also: 0% is about no effect
#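 Cells expressing TRPV1 were dye-loaded with Fluo-8 and read kinetically: 10 s baseline, 3 min after compound (agonist portion), then 2 min after EC20 capsaicin (allosteric enhancer portion). Calcium-bound dye fluorescence at 480/520 nm.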
# Numbers without * were called inactive; u = inconclusive; x = no result given; & = joins results of further samples; [ ] = another dose, or the depositor's remark. Unless noted, calls follow the shape of the dose curve; as a rule, active = well fitted curve in the direction sought with a large enough effect; inconclusive = small, poorly fitted or top-dose-only effect, or another doubt; inactive = no such curve, though single readings can be large; an effect the other way counts as inactive or inconclusive.
SMILES,TCR act,BRCA1 expr act,ELG1 repair inh,Integrin act MD,p53 reactivation,A-T KAP1 phos,PTAP TSG101 blk,B2AR arrestin,CXXC DNA block,TRPV1 agonist
O=C(CSc1ncnc2nc[nH]c12)N1CCOCC1,-6%,4%,-4%,7%,-6%,-2%,-4%,-0.8%,-3%,0
COc1ccc(-c2cc3ccc(OC)cc3cn2)cc1,-1%,u,u,12%,u,-4%,x,0.1%,x,0
CCCNC(=O)c1ccccc1NC(=O)COc1ccc(OC)cc1,-29%,-1%,6%,17%,3%,-1%,-1%,0.1%,29%,16
CC(=O)c1cc2c(cc1NC(=O)C1CC1)OCO2,-6%[46.1 µM],-10%,-12%,-22%,-4%,x,-3%,-0.4%,-4%,-2
CCCOc1nc(N)c(C#N)c(-c2ccccc2F)c1C#N,1%,-49%,-23%,6%,-9%,1%,-5%,-0.2%,18%,24
COC(=O)C1CCC(=O)N1C(c1ccc(OC)cc1)c1cc(OC)c(OC)c(OC)c1 (configuration not stated),6%,-71%,x,-13%,x,x,-2%,x,x,x
COc1ccc(OCC(=O)Nc2ccccc2O)cc1,-2%,-41%,u,28%,18%,-5%,-3%,-0.1%,19%,u
Cc1ccc(C(=O)Nc2cccc(C(F)(F)F)c2)cc1Nc1cncnc1,-4%,-29%&-30%,u,12%&3%,x,6%,-4%,0.0%,3%,7
O=C(c1ccc(Cl)c(S(=O)(=O)N2CCCCC2)c1)N1CCN(Cc2ccccc2)CC1,-3%,-41%,19%,u,-3%,12%,-1%,-0.7%,0%,1
CSc1sc(-c2ccnc(SCC(=O)C(C)(C)C)n2)c2c1C(=O)CC(C)(C)C2,-2%,1%,u,21%,0%,8%,0%,-0.4%,-27%,5
CCNC(=S)Nc1ccc(Cl)c(C(F)(F)F)c1,-2%[46.1 µM],-40%,-24%,-23%,5%,-1%,-2%,-0.5%,6%,24
CCOc1ccc(CCNC(=O)COC(=O)c2cccc(OC)c2O)cc1OCC,0%,-1%,-19%,-20%,-1%,7%,0%,0.1%,2%,0
COc1ccc(OC)c(Nc2ncnc3ccc(Br)cc23)c1,4%,-26%,u,20%,x,-4%,-2%,-0.4%,-1%,15
COc1ccc(/C=C2\SC(=O)N=C2N)cc1OC,-4%[46.1 µM],-35%,u,-22%,-8%,-10%,-2%,-1.1%,-4%,-1
CCCCOc1ccccc1C1CC(=O)NC2=C1C(=O)CCC2 (configuration not stated),7%,-66%,3%,21%,-4%,5%,-6%,-0.5%,0%,3
CC(C)(C)c1cc(N)on1,1%[46.1 µM],-6%,-3%,12%,0%,2%,-7%,0.0%,16%,0
Cn1c(-c2ccco2)nc2cc3ccccc3cc21,0%,-40%,u,-3%,1%,6%,0%,-0.3%,-4%,x
Cc1cccc(OCC(=O)NNC(=O)c2cccs2)c1,1%,10%,5%,-10%,-1%,-1%,1%,0.0%,0%,0
CC(C)(C)NC(=O)CN1CCC(NC(=O)C23CC4CC(CC(C4)C2)C3)CC1,-1%,-2%,2%,15%,-4%,-3%,-3%,0.2%,u,5
CC(=O)N(C(C)=O)N1C(=O)C2C3c4ccccc4C(c4ccccc43)C2C1=O (configuration not stated),3%,-27%,-22%,-20%,-4%,13%,-1%,-0.2%,17%,-1
COc1ccc(C(=O)CSc2cc(C)nc(SCC(=O)c3ccc(C)cc3)n2)cc1,-3%[46.1 µM],-5%,5.2µM*,-10%,4%,7%,0%,-0.6%,1%,2
COC(=O)c1cc(C(=O)OCC(=O)NCc2cccs2)cc([N+](=O)[O-])c1,3%,1%,-14%,-6%,9%,-1%,0%,0.1%,x,3
CC(C)N(C(=O)N1CCN(c2ccnc3cc(Cl)ccc23)CC1)C(C)C,-6%,-55%,u,10%,-6%,-8%,0%,-0.7%,-5%,u
CC(C)(C)NC(=O)C(=O)N/N=C/c1ccc(F)cc1,0%,30%,u,8%,-2%,13%,-3%,0.3%,4%,18
CCOC(=O)Nc1cccc(NC(=O)c2ccccc2F)c1,-3%,2%,-11%,13%,-1%,4%,-2%,-0.2%,-13%,1
CC(=O)N1c2ccc(S(=O)(=O)N3CCCCC3)cc2CC1C(=O)Nc1cccc(C)c1 (configuration not stated),5%,-26%,3%,8%,5%,8%,-1%,0.5%,11%,2
Cc1cc(/C=N/NC(=O)CC#N)c(C)n1-c1ccc([N+](=O)[O-])cc1,-1%,-4%,13%,-18%,-1%,-1%,0%,-0.1%,7%,2
CCOC(=O)N1CCN(Cc2nc(-c3ccccc3)no2)CC1,0%,65%,u,-18%,20%,17%,-3%,-0.2%,0%,4
COc1ccc(CCNC(=O)/C(C#N)=C2\N=C(NC(=O)c3cccs3)c3ccccc32)cc1,4%[46.1 µM],-35%,u,0%,5%,-3%,5%,-0.3%,1%,0
Cc1ccc(NC(=O)CSc2nnc3ccccn23)cc1S(=O)(=O)N1CCOCC1,-4%,18%,-13%,-7%,1%,-10%,4%,0.1%,-5%,-3
CCOC(=O)n1n[n+]([O-])c2ccccc21,-2%[46.1 µM],1%,0%,-17%,7%,-8%,-3%,0.0%,0%,1
CCOC(=O)c1cnc2c(ccc3ccccc32)c1NCCCN(C)C,-3%,103%,u,-48%[inhibitor],-5%,-1%,-1%,0.1%,u,14
COc1cc(NC(=O)CSc2nnc(C)s2)cc(OC)c1,-3%,-10%,-3%,2%,7%,17%,-4%,-0.2%,5%,x
CCCCCC1CC(=O)N(Cc2ccccc2)C(=O)N1 (configuration not stated),-1%,-21%,-11%,8%,5%,-2%,-3%,0.5%,-6%,21
CC(C)n1c(SCC(=O)c2ccc3c(c2)OCCO3)nc2c1c(=O)n(C)c(=O)n2C,1%,-1%,0%,20%,-4%,6%,-1%,0.1%,16%,-6
O=C(C1=C[C@H](C2CC2)C[C@H](OCCCCO)O1)N1CCN(Cc2ccc3c(c2)OCO3)CC1,-7%,2%,-15%,-3%,-3%,-7%,x,0.5%,-3%,-2
CCCCC(=O)Nc1ccc(NC(=O)c2ccc([N+](=O)[O-])cc2)cc1OC,0%[46.1 µM],1%,u,2%,1%,-5%,-1%,-0.1%,7%,-1
CCCCN(C(=O)C1CCCC1)c1c(N)n(CC(C)C)c(=O)[nH]c1=O,0%,-1%,11%,11%,-2%,-7%,-6%,-0.4%,x,4
CCCCNC(=O)CSc1nc2ccc(N3CCOCC3)cc2c(=O)n1Cc1ccc(OC)cc1,1%,23%,u,12%,5%,-1%,-10%,0.4%,16%,22
CCOC(=O)N1CCN(S(=O)(=O)c2ccc(C)cc2)C1c1ccccc1 (configuration not stated),5%,0%,26µM*,-10%,-4%,0%,-7%,-0.4%,-9%,8
O=C(CSC(=S)N1CCN(c2ccccc2)CC1)Nc1nc(-c2ccccc2)c(-c2ccccc2)o1,-2%[46.1 µM],-29%,-5%,13%,7%,-2%,-7%,-0.5%,6%,0
O=C(NCc1ccco1)c1cc(C(=O)C2CCCCC2)c[nH]1,-1%,14%,u,-13%,3%,-3%,-8%,0.0%,4%,4
O=C(CCS(=O)(=O)c1ccccc1)Nc1nc(-c2ccccn2)cs1,5%,-62%,x,-65%[inhibitor],x,x,-10%,x,x,x
Cc1ccc2cccc(OCc3ccc(Br)cc3)c2n1,-3%,-28%,2%,5%,6%,-7%,-3%,-1.1%,18%,19
CC(=O)N(C(C)=O)c1cccc(N(Cc2ccccc2)Cc2ccccc2)c1,-1%,-83%,x,10%,x,x,0%,x,x,x
O=[N+]([O-])c1ccc(NN=Cc2cccc3ccccc23)nc1,3%,1%,x,-12%,x,x,u,x,x,x
Oc1ccc(/C=N/N2CCN(C3c4ccccc4-c4ccccc43)CC2)cc1,-4%,0%,0%,-14%,-4%,25%,0%,-0.3%,-2%,x
COc1ccc(CNC(=O)CS(=O)Cc2nc(-c3ccc(C)cc3)oc2C)cc1 (configuration not stated),2%,7%,-18%,26%,-8%,2%,-6%,0.3%,5%,x
CCc1cccc(CC)c1-n1c(SCn2nnc3ccccc3c2=O)nnc1-c1cccnc1,-1%,-42%,0%,0%,-2%,4%,0%,2.6%,-1%,-2
COc1cccc(C(=O)CC(=O)C(=O)Nc2cc(OC)c(OC)c(OC)c2)c1,x,x,6%,x,-3%,-7%,x,-0.8%,9%,2
CCn1c(N)c(C(=O)NCCCOC)sc1=S,-2%,1%,u,0%,16%,-5%,-4%,-0.9%,0%,-11
CCc1cc2c(=O)[nH]c(Cc3ccc(OC)cc3)nc2s1,9%[46.1 µM],41%,u,-12%,-2%,-6%,-1%,0.1%,-1%,4

# Screening data from PubChem.
